12-hLO inh = blocks human 12-lipoxygenase activity; P18054; purified 12-hLO, xylenol orange hydroperoxide absorbance; Potency, µM (top dose mostly 57.1 µM), for the others: top-dose activity change, negative = inhibition, hits mostly inhibitors; 150,000 compounds, 0.12% hits; AID 1452; further: potency means the concentration at half of the fitted maximal effect; nearly all actives have a fitted effect of over 55% in size; many of its hits are not listed in these tables
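150 nM 12hLO, 25 mM Hepes pH 7.0 + 0.01% Triton X-100; cpd preinc 15 min RT; 40 uM arachidonic acid, 30 min RT; Fe-XO 30 min; A573/A405 ratio as read-out.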
IMPase cell inh = cell-permeable inhibitors of inositol monophosphatase (IMPase); CHO-M1 cells, IP1 accumulation, HTRF TR-FRET ratio; AID 901; inhibition (IP1 accumulation), % at 46.1 µM; 120,000 tested, under 10 active; active means well fitted curve in the direction sought with a large enough effect in the signal ratio, not every such curve was filed as active; inconclusive means small, poorly fitted or top-dose-only effect, or a change in a side signal; inactive means no such curve, though single readings can be large or run the other way; the % refers to the signal ratio;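 further: cells stimulated with carbachol in lithium chloride buffer; plate controls were DMSO basal wells for no effect and reference inhibitor wells for full effect; higher means more IMPase inhibition seen as more IP1 and lower FRET ratio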
Target sequence (P97697 whole entry, looked up): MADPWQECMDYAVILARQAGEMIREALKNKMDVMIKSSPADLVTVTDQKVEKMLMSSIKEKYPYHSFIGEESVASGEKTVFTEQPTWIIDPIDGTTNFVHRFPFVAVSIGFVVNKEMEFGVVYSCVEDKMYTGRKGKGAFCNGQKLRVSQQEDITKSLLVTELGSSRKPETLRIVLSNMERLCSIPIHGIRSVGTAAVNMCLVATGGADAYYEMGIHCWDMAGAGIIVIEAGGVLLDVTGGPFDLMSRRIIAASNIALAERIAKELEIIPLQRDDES
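Cellular IMPase inhibition is scored as a rise in cytosolic IP1, detected by competitive TR-FRET between d2-labelled IP1 and a europium anti-IP1 antibody. M1-expressing CHO cells were stimulated with carbachol for 30 min at 37C, with lithium (50 mM LiCl) present in the buffer.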
ALOX15B inhib = blocks human 15-lipoxygenase 2 activity. O15296. purified 15hLO-2, xylenol orange hydroperoxide absorbance. 110,000 compounds, 0.56% hits. Potency, µM (top dose mostly 57.1 µM), without a hit: at the highest dose activity change, negative = inhibition, usual class: inhibitors; further: potency means the concentration at half of the fitted maximal effect; nearly all actives have a fitted effect of over 60% in size; many of its hits are not listed in these tables
Target sequence (O15296 whole entry, looked up): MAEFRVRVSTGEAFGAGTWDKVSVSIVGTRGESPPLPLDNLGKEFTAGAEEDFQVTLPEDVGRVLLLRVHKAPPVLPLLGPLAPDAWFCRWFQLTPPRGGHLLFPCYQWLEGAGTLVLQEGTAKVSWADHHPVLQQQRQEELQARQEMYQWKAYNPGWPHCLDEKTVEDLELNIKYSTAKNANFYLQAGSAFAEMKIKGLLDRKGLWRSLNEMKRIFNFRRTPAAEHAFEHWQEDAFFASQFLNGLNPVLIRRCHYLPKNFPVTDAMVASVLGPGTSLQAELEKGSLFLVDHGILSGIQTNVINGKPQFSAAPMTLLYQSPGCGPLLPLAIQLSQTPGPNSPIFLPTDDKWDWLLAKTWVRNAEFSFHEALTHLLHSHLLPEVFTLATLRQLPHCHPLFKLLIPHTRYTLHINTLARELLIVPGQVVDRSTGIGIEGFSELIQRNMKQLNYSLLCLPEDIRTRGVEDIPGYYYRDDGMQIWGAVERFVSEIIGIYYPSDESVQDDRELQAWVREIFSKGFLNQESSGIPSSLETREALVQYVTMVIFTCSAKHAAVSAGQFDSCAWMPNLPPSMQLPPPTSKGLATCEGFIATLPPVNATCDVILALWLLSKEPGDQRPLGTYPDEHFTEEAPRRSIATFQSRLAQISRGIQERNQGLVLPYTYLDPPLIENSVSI
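Screening format was qHTS against 50 nM purified 15hLO-2 in Hepes pH 7.5 with detergent. Activity follows hydroperoxide formation from 45 uM arachidonic acid, measured as 573:405 nm absorbance ratio of the ferric-xylenol orange complex.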
PNC assembly inh = perinucleolar compartment assembly inhibition; PC3M PTB-GFP, PNC prevalence imaging, 16 h; hits give low values; activity change (PNC), negative = inhibition, % at 10 µM; 140,000 compounds, 3.1% hits;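 active means readout at or below -70, meaning at least 70% loss of cells showing the perinucleolar compartment, a nuclear body marking cancer cells; inconclusive means readout between -30 and a set limit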;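 further: plate controls were DMSO wells for no effect and camptothecin positive control wells for full effect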
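PC3M cells stably expressing PTB-GFP, 750–1000 cells/well, treated 16 h at 37 °C with compound (23 nl of library stock), in duplicate. After paraformaldehyde fixation and Hoechst stain, imaged at 20x; PNC prevalence scored by image analysis.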
Active calls of the source: *; ? = inconclusive; / = no result given; & = joins results of further samples; [ ] = dose if it differs, or a comment. Unless noted, the call rests on the fitted dose curve; in most records, active means well fitted curve in the direction sought with a large enough effect; inconclusive means small, poorly fitted or top-dose-only effect, or another doubt; inactive means no such curve, though single readings can be large; an effect the other way counts as inactive or inconclusive. Unless noted, on the % scale 0 is the no-effect control and ±100 the full control effect.

12-hLO inh	IMPase cell inh	ALOX15B inhib	PNC assembly inh	structure
-3%	-4	-2%	-14	CCOC(=O)Cc1nnc(NC(=O)COc2ccc(F)cc2)s1
7%	7	/	60	CCn1c(-c2ccc([N+](=O)[O-])cc2)n[nH]c1=S
-4%	7	6%	31	COC(=O)c1cc2sccc2n1CC(=O)Nc1cc(OC)cc(OC)c1
1%	7	/	?	CCOC(=O)CCSc1nc(C)c2cc(C)c(C)cc2n1
-2%	9	-18%	1	CCCCNC(=O)c1cc2c(=O)n3cccc(C)c3nc2n(Cc2ccccc2)c1=N
2%	6	-1%	17	O=C(c1cccc(Cl)c1)c1nn(-c2ccccc2)c(=O)cc1C(F)(F)F
0%	?	-4%	-23	COc1cccc2cc(C(=O)C3=C(O)C(=O)N(Cc4ccco4)C3c3cccnc3)oc12 (stereo not drawn)
2%[11.4 µM]	/	-2%[11.4 µM]	/	C/C(=C\c1ccc(Cl)cc1)C(C)(C)C(=O)O
2%	-3	1%	13	CN(C)S(=O)(=O)c1ccc(NC(=O)c2ccccn2)cc1
-7%	/	/	-20	COc1ccc(C/C(C)=N/NC(=S)Nc2ccc(C(C)C)cc2)cc1
1%	4	5%	16	CC(C)(C)NC(=O)CSc1nccn1Cc1ccccc1
2%	3	-8%	/	COc1cc(/C=C/C(=O)N2CCCCC2=O)cc(OC)c1OC
2%	/	/	?	CC(=O)NNC(=O)CC(=O)Nc1nc(C23CC4CC(CC(C4)C2)C3)cs1
1%	-3	/	21	Cc1cccc2c1-c1sc(C(=O)Nc3cccc([N+](=O)[O-])c3C)cc1CO2
-5%	0	-6%	?	CCOCCCNC(=O)C1CCC(=O)N1CCc1ccccc1 (stereo not drawn)
-2%	/	/	18	O=C(NCC1CCCO1)C(=O)NCC(c1ccco1)N1CCN(c2ccc(F)cc2)CC1 (stereo not drawn)
2%	6	8%	27	CCNC(=O)c1ccc(-n2nc(C(F)(F)F)c3c2CCCC3)cc1
1%	7	/	20	CCN(CC)c1ccc(C(=O)N/N=C(\C)c2ccc(OC)c(OC)c2)cc1
-4%	5	-3%	-30	CC(/C=C(\NC(=O)c1ccccc1)C(=O)N=Nc1c(O)[nH]c2ccc(C)cc12)=C\c1ccccc1
2%	14	-6%	-12	O=C(NCCC(=O)N1CCN(c2ncccn2)CC1)c1ccccc1
-3%	-9	22%	?	Cc1ccc(C)c(-c2nc3ccc(N)cc3[nH]2)c1
-12%	-1	9%	13	c1coc(-c2nn3c(-c4ccco4)nnc3s2)c1
-8%	/	/	-17	COc1ccc(C2CC(c3ccccc3)=NN2c2ccc(N)cc2)cc1 (stereo not drawn)
-12%	10	-7%	-8	N#C/C(=C\c1ccc[nH]1)Sc1nc2ccccc2s1
-11%	12	-5%	-13	CCOC(=O)CSC1=C(C#N)C(c2ccc(C)cc2)C2=C(CCCC2=O)N1 (stereo not drawn)
2%[0.00818 µM]	/	12%[0.0915 µM]	/	COc1ccc(Nc2ncnc3ccc(OC)cc23)cc1
0%	/	/	9	COc1cccc(C(=O)NCC(=O)N/N=C/c2ccc(OC(=O)c3cccs3)c(OC)c2)c1
1%	/	/	-6	CC(C)CN(CC(C)C)S(=O)(=O)N1CCC(C(=O)N2CCc3ccccc3C2)CC1
-6%	5	-10%	26	Cc1oc(/N=C/c2cccc3ccccc23)c(C#N)c1C
4%	9	-7%	-28	CCOC(=O)c1[nH]c2ccc(F)cc2c1NC(=O)c1cc(OC)c(OC)c(OC)c1
-2%	20	3%	-17	Cc1cc(C(=O)COC(=O)Cn2c(C(F)(F)F)nc3ccccc32)c(C)n1Cc1ccco1
-6%	7	1%	?	CC(C)CCN(C)c1ccc(/C=N/n2cnnc2)cc1
-2%	7	-5%	-25	COc1cc2c(cc1OC)C(c1cccc([N+](=O)[O-])c1)N(C(=O)c1ccc(F)cc1)CC2 (stereo not drawn)
2%	-8	10%	-96*	CCC(C)Oc1cccc(OCCCCN2C(=O)NC(C)(C)C2=O)c1 (stereo not drawn)
6%	-2	0%	?	COc1cc(NC(=O)c2cc(CC(C)C)on2)c(OC)cc1Cl
1%	8	-28%	125	CC(=O)Nc1ccc(S(=O)(=O)NCCSCc2c(Cl)cccc2Cl)cc1
-22%	-1	6%	7	COc1ccc(NC(=S)N2CCC(c3nc4ccccc4[nH]3)CC2)c(OC)c1
-6%	?	-11%	17	Cc1cccc(N(CC(=O)N2CCCC2)S(=O)(=O)c2ccccc2)c1C
-4%	3	14%	27	CCn1c(SCC(=O)c2ccc(CNC(C)=O)o2)nnc1-c1cccs1
-2%	/	/	-30	Cc1cc(C)nc(SC2c3cccc4cccc(c34)C2NS(=O)(=O)c2ccccc2)n1 (stereo not drawn)
0%	3	-1%	?	COCCNC(=O)Cn1nc(C(F)(F)F)cc1C
0%	-5	5%	9	O=C(OCC(=O)N1CCCCCC1)c1n[nH]c(=O)c2ccccc12
0%	-4	-10%	?	CCOc1ccc2nc(NC(=O)Cn3cnc4c3c(=O)n(C)c(=O)n4C)sc2c1
2%	7	-4%	28	C=CCc1cc(/C=N/NC(=O)CSc2nnc(CCCc3ccc(OC)cc3)o2)cc(OC)c1O
-4%	/	/	-4	Cc1ccccc1NS(=O)(=O)c1ccc(OCCNS(C)(=O)=O)cc1
-6%	3	1%	5	Cc1ccc(-n2c(CNc3ccc(F)cc3)nnc2SCC(N)=O)cc1
-2%	4	2%	-5	COCC(=O)Nc1sc2c(c1C(=O)OC)C(C(=O)OC)CC2 (stereo not drawn)
7%	0	-18%	?	COc1ccccc1Oc1ccc2c(c1)C(=O)N(c1ccc(O)cc1)C2=O
4%	-7	/	105	CCSc1nc2cc(C(=O)OC)ccc2c(=O)n1CC
-1%	-6	9%	-18	CC(C)c1nc(C#N)c(NCCCn2ccnc2)o1
1%	-2[1.84 µM]	-11%[11.4 µM]	?	CCOC(=O)C1=NN(C(=O)Nc2ccc(OC)cc2)C2C(=O)N(c3cccc(C(F)(F)F)c3)C(=O)C12 (stereo not drawn)
-3%	1	-2%	?	O=C(CSc1nnnn1C1CCCC1)NCc1ccc2c(c1)OCO2
-7%	?	-7%	-1	Nc1ccc2oc(=O)c3ccccc3c2c1
-3%	6	-17%	18	CCOc1ccc(-n2c(SCC(=O)Nc3cc(C)on3)nnc2-c2c[nH]c3ccccc23)cc1
-5%	-1	-15%	-26	Cc1cc([N+](=O)[O-])cc2ncccc12
4%	8	-7%	53	COc1ccc(OC)c(NC(=O)C(CC(=O)O)NCc2ccco2)c1 (stereo not drawn)
1%	15	-2%	-8	CCC(C)(C(=O)NC1CCCCC1)N(CC1CCCO1)C(=O)c1ccccn1 (stereo not drawn)
-2%	-16	-2%	?	CCOc1ccc(Oc2nc(NCC(C)C)nc(OC)n2)nn1
3%	8	9%	2	CC(NC(=O)c1ccccc1)c1nc2ccccc2n1Cc1ccc(C#N)cc1 (stereo not drawn)
1%	-6	2%	46	Cc1ccc(C(O)c2ccncc2)cc1 (stereo not drawn)

Further compounds
12-hLO inh	IMPase cell inh	ALOX15B inhib	PNC assembly inh	structure
-2%	2	/	6	CCN1CNC(=S)N(Cc2ccccc2)C1
-8%	9	27%	4	CCOC(=O)c1sc2nc(NC(=O)C(C)(C)C)sc2c1C
-4%	-1	7%	-20	Cc1cc(NC(=O)c2noc3c2CCCCC3)nn1Cc1ccc(Cl)cc1
3%	/	8%	/	Cc1nc2cnc(N3CCNCC3)nc2n(-c2ccccc2)c1=O
-2%	1	/	15	O=S(=O)(Nc1ccc(-c2nnc(SCc3ccc(Cl)cc3)o2)cc1)c1ccccc1
2%	?	-4%	-11	CC(=O)Nc1c(C#N)c(C(C)(C)C)cn1C
1%	-3	/	-16	COc1ccc(C(=O)CCNc2cccc(Cl)c2)cc1
2%	3	3%	17	COc1cc(C2C3C(=O)N(c4ccccc4)C(=O)C3ON2c2ccccc2)cc(OC)c1OC (stereo not drawn)
-3%	/	/	?	CCc1ccc(NC(=O)CSc2nnc(-c3n[nH]c4ccccc34)n2-c2ccccc2)cc1
-4%	-5	-4%	0	CCOC(=O)CNC(=O)Nc1cc(C(C)(C)C)nn1-c1ccccc1
-8%	-2	-12%	20	CN(C)C(=S)c1ccc2ccccc2n1
-1%	7&-9	/	28	CCc1ccccc1NC(=O)Cn1nc(C(F)(F)F)c2c1CCC2
2%	14	-20%	105	C#CC(=O)N(c1cc(OC)ccc1OC)C(C(=O)NC1CCCC1)c1cccs1 (stereo not drawn)
-2%	-1	/	-100*	Cn1nnnc1SCC(=O)Nc1ccc(Br)cc1Cl
2%	1	-1%	?	Cc1cccc(C)c1NC(=O)C1=C(O)c2ccccc2N(C)S1(=O)=O
-1%[11.4 µM]	/	14%[11.4 µM]	/	CC(C)C[C@@H](N)C(=O)Nc1ccc2ccccc2c1
-1%	-15	1%	35	COc1ccc(CCNC(=O)CSc2ncn[nH]2)cc1
-22%	1	3%	?	Cc1ccc2cc(CN(Cc3ccc4c(c3)OCO4)Cc3nnnn3Cc3ccco3)c(=O)[nH]c2c1
2%	2	/	15	O=C(COC(=O)c1cc2c(s1)CCCC2)NCc1ccccc1Cl
-3%	3	-16%	-16	CC(NC(=O)COc1ccc(/C=N/NC(=O)C(=O)Nc2ccccc2Br)cc1)c1ccccc1 (stereo not drawn)
7%	?	3%	38	COc1cc(C)c(Cl)cc1S(=O)(=O)n1cnc(C)c1
-3%	/	/	-24	COc1ccc(NC(=O)Nc2ccc(Cc3ccncc3)cc2)c(OC)c1
1%	10	6%	3	CCOC(=O)CNC(=O)CSc1nnnn1-c1ccc(C)c(C)c1
1%	/	3%	/	COc1ccc(NC(=O)N2CCC3(CC2)CCN(C(=O)c2ccco2)CC3)cc1
?	10	?	/	C=CC(C)(C)c1[nH]c2ccccc2c1C1=C(O)C(=O)C(c2c[nH]c3c(CC=C(C)C)cccc23)=C(O)C1=O
-3%	2	11%	13	CCOc1ccc(Br)cc1S(=O)(=O)NCCN(C)C
-3%	3	-15%	-21	COc1ccccc1NC(=O)CSc1nnc(-c2ccccn2)n1Cc1ccco1
-3%	1	0%	-25	O=C(CSc1nnc(-c2cccnc2)o1)Oc1ccccc1
-3%	3	-3%	2	COCc1cc(C)nc(SCC(=O)N2CCC(C)CC2)c1C#N
-5%[11.4 µM]	/	-12%[11.4 µM]	/	O=C(O)C(Sc1ccc(Cl)cc1)Sc1ccc(Cl)cc1
-3%	10[1.84 µM]	7%[11.4 µM]	3	COc1ccc(Cl)cc1NC(=O)C/C(C)=N/NC(=O)CC#N
-5%	0[0.369 µM]	/	-7	Cc1ccc(S(=O)(=O)N(CC(=O)N2CCCCC2)c2cccc(C)c2)cc1
-7%	4	/	-5	O=C(CC1C(=O)N(c2ccccc2)C(=S)N1c1ccccc1)c1ccc(Br)cc1 (stereo not drawn)
-1%[11.4 µM]	/	4%[11.4 µM]	/	Cc1ccc(CN2CCN(Cc3ccc(C)o3)[C@@H](C)C2)o1
-6%	/	/	?	Cc1sc2nc(N3CCOCC3)[nH]c(=O)c2c1-c1ccccc1

Single records, as listed above. Order of values: 12-hLO inh, IMPase cell inh, ALOX15B inhib, PNC assembly inh
Profile of `Cc1ccc(S(=O)(=O)N(CC(=O)N2CCCCC2)c2cccc(C)c2)cc1` = -5%, 0[0.369 µM], /, -7
Profile of `Cc1ccc(CN2CCN(Cc3ccc(C)o3)[C@@H](C)C2)o1` = -1%[11.4 µM], /, 4%[11.4 µM], /
Profile of `O=C(CC1C(=O)N(c2ccccc2)C(=S)N1c1ccccc1)c1ccc(Br)cc1` (stereo not drawn) = -7%, 4, /, -5
Profile of `COc1ccc(Cl)cc1NC(=O)C/C(C)=N/NC(=O)CC#N` = -3%, 10[1.84 µM], 7%[11.4 µM], 3
Profile of `Cc1sc2nc(N3CCOCC3)[nH]c(=O)c2c1-c1ccccc1` = -6%, /, /, ?

Screens (PubChem BioAssay)
